Assay outcomes: PubChem BioAssay, National Center for Advancing Translational Sciences (NCATS)
Abeta yeast res = restores growth of yeast expressing A-beta42 peptide | AID 1347071 | yeast expressing A-beta42, growth rescue, OD600, 48 h; response scale: 0% DMSO, 100% iron-clioquinol control | actives 0.063% (n = 410,000) | Potency, µM (top dose mostly 46.1 µM), without a hit: at the top dose growth rescue, most hits filed as activators; also: potency is read from the fitted curve at half-maximal effect; nearly all actives have a fitted effect of over 55% in size
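Yeast growth medium received pinned compounds, then yeast cells expressing toxic A-beta were added; plates incubated at 30 C for 48 hr. Growth read as absorbance at 600 nm, normalized to DMSO and equimolar FeCl3 plus clioquinol controls.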
TGFb SMAD3 inh = TGF-b pathway inhibition | HepG2 CAGA-GFP TGF-b/SMAD3 reporter, GFP fluorescence, 18 h; TGF-beta stimulated, 500 pg/mL final | Potency, µM (doses to about 46.1 µM), inactives show at the highest dose activity, negative = inhibition, hits mostly inhibitors | actives 1.2% (n = 410,000); also: potency is read from the fitted curve at half-maximal effect; % is scaled to controls: 0 for no effect and ±100 for the full control effect; nearly all actives have a fitted effect of over 65% in size
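Smad-responsive CAGA-GFP expression was quantified in HEPG2 cells exposed to compounds and 500 pg/mL final TGF-beta for 18 h at 37 degrees C; unstimulated wells defined full inhibition.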
Nrf2 block = blocks Nrf2 signaling | A549 ARE-Fluc reporter, luciferase luminescence, 18-24 h | AID 504444 | actives 2.1% (n = 360,000) | Potency, µM (titrated, usually from 46 µM), without a hit: at the highest dose activity change, negative = inhibition, hits mostly inhibitors; also: potency is read from the fitted curve at half-maximal effect; % is scaled to controls: 0 for no effect and ±100 for the full control effect; nearly all actives have a fitted effect of over 60% in size
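Nrf2 activity is the BugLite luminescence, read 15 min after reagent at room temperature, following CellTiter-Fluor cytotoxicity readout (30 min, 37C). Compound titrations were applied for 18-24 h to 5000 A549 ARE_Fluc cells/well in 5% FBS OPTI-MEM.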
Nrf2 activator = activates Nrf2 signaling | AREc32 ARE-luciferase reporter (MCF7-derived line), luminescence, 24 h | Potency, µM (top dose mostly 46.1 µM), inactives show top-dose activation, hits mostly activators | actives 0.31% (n = 410,000) | AID 624171; also: potency is read from the fitted curve at half-maximal effect; % of control where 0% means no effect; nearly all actives have a fitted effect of over 65% in size
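Quantitative high-throughput format: AREc32 reporter cells, 1000 per well, received compound by pin transfer and were incubated 24 hr at 37 deg C, 5% CO2, before Steady-Glo luminescence detection.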
MmCpn inh = inhibitors of Methanococcus maripaludis chaperonin (MmCpn) | purified Mm-Cpn ATPase, ADP Transcreener TR-FRET | Potency, µM (highest dose often 76.9 µM), inactives show at the top dose activity, negative = inhibition, hits mostly inhibitors | actives 0.031% (n = 330,000); also: potency is read from the fitted curve at half-maximal effect; % is scaled to controls: 0 for no effect and ±100 for the full control effect; nearly all actives have a fitted effect of over 80% in size
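Measured: ADP formation by purified Mm-CPN. Conditions: 25 nM protein, 10 uM ATP, Tris pH 7.4 with Mg2+, K+ and DTT, 37°C for 30 min. Detection: Transcreener HTRF after 30 min at room temperature.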
A549 tox = counter-screen for Nrf2 inhibitors: cytotoxicity in A549 cells. AID 504648. Potency, µM (top dose mostly 46 µM), inactives show at the top dose activity change, negative = cytotoxicity, most hits filed as inhibitors. actives 0.16% (n = 390,000). A549 ARE-Fluc cells, CellTiter-Fluor viability, 18-24 h; also: potency is read from the fitted curve at half-maximal effect; % is scaled to controls: 0 for no effect and ±100 for the full control effect
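Cytotoxicity counterscreen: CellTiter-Fluor fluorescence was measured in A549 ARE_Fluc cells after 18-24 h of compound exposure in a concentration series. The subsequent BugLite luminescent read reports ARE-luciferase activity.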
CCT modulator = changes cytosolic chaperonin activity; purified chaperonin ATPase assay, HTRF ADP detection, 30 min; activity change, % (test concentration not listed), hits read low; actives 0.3% (n = 360,000); AID 651819; in the data active = activity change below about -30%; also: % is scaled to controls: 0 for no effect and ±100 for the full control effect
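Enzyme 40 or 20 nM (batch-dependent) in Tris pH 7.4/KCl/MgCl2/DTT; cpd 76 uM single point; ATP 10 uM; 30 min 37 °C; Transcreener ADP HTRF detection, 30 min RT; ratio 665/615.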
HepG2 viability = HepG2 cytotoxicity, counter-screen for TGF-b inhibitors; HepG2 CAGA-GFP viability, ATP luminescence, 18 h; Potency, µM (highest dose often 46.1 µM), for inactives: top-dose activity change, negative = cytotoxicity, hits mostly cytotoxic; actives 0.76% (n = 410,000); AID 588856; also: potency is read from the fitted curve at half-maximal effect; some results filed as inactive show a strong effect at the top dose
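HepG2 CAGA-GFP cells (1000/well, DMEM with 1% FBS) received compound, then TGF-beta at 500 pg/mL final, and were incubated 18 hours at 37 degrees C. Viability was read by CellTiter-Glo luminescence. Media-only wells were set as complete cell-killing and DMSO as no toxicity.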
Akt phos inh = Akt phosphorylation inhibition; Neuro2A IGF-stimulated pAkt S473 HTRF, 20 min; stronger effect = lower value; activity change, % for hits at 50 µM; actives 0.32% (n = 360,000); in the data active = activity change below about -80%; inconclusive = mostly about -51% to -80%; also: % is scaled to controls: 0 for no effect and ±100 for the full control effect
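Neuro2A cells in DMEM with 0.5% FBS, overnight at 37 deg C, given compound at single 50 µM final, then IGF (6 nM final) for 20 min at 37 deg C. Lysed; phospho-Akt Ser473 by HTRF after 24 h, 665/615 ratio.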
Numbers without * were called inactive; i = inactive; u = inconclusive; x = not tested or not shown; [ ] = dose if it differs, or a comment. Unless noted, calls follow the shape of the dose curve; as a rule, active = well fitted curve in the direction sought with a large enough effect; inconclusive = small, poorly fitted or top-dose-only effect, or another doubt; inactive = no such curve, though single readings can be large; an effect the other way counts as inactive or inconclusive. An unsorted share of the library. About 4.3% of those tested had a hit in this group.

SMILES	Abeta yeast res	TGFb SMAD3 inh	Nrf2 block	Nrf2 activator	MmCpn inh	A549 tox	CCT modulator	HepG2 viability	Akt phos inh
CN1CCN(C(=O)c2ccccc2-c2nc(-c3ccccc3)no2)CC1	8.0%[9.22 µM]	0.7%	x	4.5%	0.5%	-6.1%	0.9	9.7%	i
CCN1CCN(c2cc(C)c3cc(NC(=O)c4cccnc4Cl)ccc3n2)CC1	11.1%	26.0%	-20.1%	0.7%	1.5%	-9.5%	-2.2	2.8%	i
CC/C=C/C(=O)N1CC2(CC(c3cccc(NC(=O)COc4ccc(Cl)cc4)c3)=NO2)C[C@H]1C(N)=O (stereo not given in full)	1.6%	-18.3%	4.1%	7.3%	2.7%	5.6%	-0.9	-13.6%	i
COc1cc(/C=C2\C(=N)N3N=C(S(C)(=O)=O)SC3=NC2=O)cc(OC)c1OCCOc1cccc(C)c1	11.1%	-2.9%	-2.9%	-0.2%	-1.3%	-4.1%	-2.6	9.4%	i
O=C(COc1ccccc1[N+](=O)[O-])N(Cc1ccccc1)c1ccccn1	12.7%	14.4%	5.3%	1.6%	-2.9%	7.9%	-6.8	17.9%	i
Cc1csc(NC(=O)c2c(-c3c(Cl)cccc3Cl)noc2C)n1	-16.5%	-4.1%	-9.3%	0.0%	-6.4%	2.3%	1.0	-31.9%	i
COc1ccccc1S(=O)(=O)N(C)C[C@H]1OCc2cnnn2CCCC(=O)N([C@H](C)CO)C[C@@H]1C	0.1%	22.2%	x	-0.1%	x	x	-3.0	-0.1%	i
CCOc1ccc(C(=O)O)cc1OC	0.5%[9.22 µM]	14.0%	x	0.6%	0.1%	-0.8%	-3.5	0.9%	i
CC1CCC2C(=O)N(c3ccc(C(=O)Oc4cccc5cccnc45)cc3)C(=O)C2C1 (stereo not given)	-34.9%	0.0%	-0.6%	u	0.3%	6.5%	2.8	-40.4%	i
O=C(CN1C(=O)NC2(CCCC2)C1=O)Nc1cc(C(F)(F)F)ccc1N1CCCCC1	13.5%	6.8%	-9.2%	-0.6%	0.3%	-12.5%	-0.5	-15.9%	i
COc1ccccc1Nc1cc(C(=O)NCc2cccs2)c2ccccc2n1	6.3%	-22.6%	11.1%	13.6%	x	-5.1%	x	-13.9%	x
Cc1ccc(N(CC(O)CN2CCCCC2)S(=O)(=O)c2ccccc2)cc1 (stereo not given)	11.6%	-6.7%	0.0%	-0.6%	-0.8%	0.0%	-2.3	-9.6%	i
Cc1cccc(C(=O)NCCC(=O)Nc2ccc(C)c(F)c2)c1	4.0%	-10.8%	u	0.2%	2.6%	5.7%	3.8	-16.4%	i
CC1(OC(=O)CCc2ccccc2)C(=O)C=C2C=C(c3ccc(C#N)cc3)N(Cc3ccccc3)C=C2C1=O (stereo not given)	-19.5%	-5.8%	-0.7%	11.7%	-1.4%	-18.9%	-3.6	-8.8%	i
CCC(CO)Oc1cc(NCc2ccc(C)c(C)c2)c2ncn(C(C)C)c2c1 (stereo not given)	-5.3%	u	u	-3.4%	-3.4%	-20.0%	0.6	-33.6%	i
CN1CCN(C2=Cc3cc(Cl)ccc3Sc3cc(F)ccc32)CC1	-26.3%	u	u	-0.8%	-0.1%	u	-1.0	-87.2%	i
CCC(=O)c1ccc(OCC(=O)OCC(=O)Nc2cccc(S(=O)(=O)N3CCOCC3)c2)cc1	-3.2%	2.6%	-1.6%	0.8%	x	1.2%	-0.8	3.4%	i
COC(=O)COc1ccc(C2C(C(=O)OC)=C(C)NC3=C2C(=O)c2ccccc23)cc1OC (stereo not given)	0.8%	u	7.3%	-2.2%	x	-11.9%	x	-36.2%	x
CCOc1ccc(N(Cc2cc3cc(C)ccc3[nH]c2=O)C(=O)c2cccc(Cl)c2)cc1	-13.5%	-6.5%	19.0%	-0.1%	x	0.2%	x	-15.8%	x
COc1ccccc1CNc1nc(NCc2ccccc2F)c2sccc2n1	6.5%	12.6µM*	x	0.7%[9.22 µM]	x	x	1.0	-120.9%	i
COc1cccc(C2CC(=O)N(c3ccc(F)cc3)C3=C2C(=O)OC3)c1OC (stereo not given)	4.7%	5.7%	-6.9%	0.4%	x	-6.3%	x	-10.0%	x
CCCn1c2c(c(O)c(C(=O)Nc3nc4ccccc4s3)c1=O)CCCC2	-15.6%	6.4%	10.6%	2.8%	-0.1%	1.5%	1.2	7.4%	i
COc1cc2c(cc1OC)C1=C(C#N)CC/C(=N\S(=O)(=O)c3cccc(Cl)c3)N1CC2	4.2%	30.7%	-7.4%	0.3%	-0.9%	9.2%	-0.4	-8.0%	i
COCCCn1cnnc1SCC(=O)Nc1ccc(S(=O)(=O)N2CCCC2)cc1	-3.1%	-23.2%	6.7%	0.1%	0.3%	-1.4%	-1.1	-12.6%	i
COc1ccc(N2C(=O)CC(N(Cc3ccc(S(N)(=O)=O)cc3)C(C)=O)C2=O)cc1 (stereo not given)	-1.3%[9.22 µM]	-12.1%	x	0.1%	3.3%	5.3%	2.6	-2.8%	i
Cc1ccc(-n2nc(C)c3c(C)cc(=O)n(CC(=O)NC(C)C)c32)cc1	-6.4%	-2.9%	u	-0.7%	x	-1.1%	x	-3.0%	x
O=C(Nc1ccc(S(=O)(=O)Nc2ccccn2)cc1)c1cccc([N+](=O)[O-])c1	8.4%	-2.3%	-3.8%	-0.4%	-2.0%	-4.9%	-1.0	-21.7%	i
CCCOc1cccc(C(=O)Nc2cccnc2)c1	20.2%	6.3%	-25.8%	-0.4%	-0.4%	-12.7%	-4.0	-12.4%	i
CC(=O)Nc1ccc(S(=O)(=O)c2ccc([N+](=O)[O-])cc2)cc1	-17.9%	-13.8%	u	26.8%	-2.1%	3.5%	0.5	-18.7%	i
O=C(COc1ccc(F)c(Cl)c1)N1CCN(c2ccccn2)CC1	-16.0%	-12.6%	-8.7%	-0.8%	-13.9%	-2.0%	-1.8	-21.5%	i
Cc1nn(CC2CCCCC2)c(N)c1-c1ccccc1	11.1%	u	u	5.8%	-29.5%	-1.3%	1.9	1.1%	i
COc1ccc2ccccc2c1CNCc1ccccn1	0.7%	17.7%	u	5.3%	-2.2%	u	-0.5	8.9%	i
COC(=O)c1ccc2nc(C3CCCCC3)c(CC(C)(C)C)n2c1	-2.7%	u	x	4.1%	x	x	-1.8	10µM*	i
Cc1ccc(Nc2nc(-c3sc(NC(=O)c4ccco4)nc3C)cs2)cc1	3.9%	u	u	12.2%	-5.1%	-5.6%	0.3	-3.0%	i
CC1(C)CC(=O)C=C(c2cccs2)C1	-1.3%	0.5%	26.7%	-0.1%	x	3.4%	-1.0	2.4%	i
CCCCNC(=O)c1cc2c(=O)n3cccc(C)c3nc2n(CCN2CCOCC2)c1=N	4.3%	12.3%	7.7%	0.0%	0.3%	-4.3%	-1.7	-1.1%	i
CC(NC(=O)CCSc1nc(-c2ccc3c(c2)OCO3)cc(C(F)(F)F)n1)c1ccccc1 (stereo not given)	-1.0%	-11.3%	u	-0.4%	-0.9%	-6.4%	0.7	-14.5%	i
COc1ccc(NC(=O)N2CCCc3cc(C)ccc32)c(OC)c1	-6.2%	-0.7%	0.0%	0.1%	0.1%	4.1%	1.6	-2.1%	i
CC(=O)N(Cc1cccs1)Cc1cc2cc(C)c(C)cc2nc1Cl	19.5%	0.0%	-12.2%	0.2%	-1.0%	1.6%	-1.4	-23.3%	i
CCOC(=O)c1cnc2ccc(OCC)cc2c1N1CCN(c2ccccc2F)CC1	-39.0%[inhibitor]	11.2µM*	-24.2%	-0.1%	x	0.2%	x	-27.3%	x

Quoted from the listing.
COc1ccccc1S(=O)(=O)N(C)C[C@H]1OCc2cnnn2CCCC(=O)N([C@H](C)CO)C[C@@H]1C @ Nrf2 activator: -0.1%
COc1ccc2ccccc2c1CNCc1ccccn1 @ CCT modulator: -0.5

Next section:
SMILES	Abeta yeast res	TGFb SMAD3 inh	Nrf2 block	Nrf2 activator	MmCpn inh	A549 tox	CCT modulator	HepG2 viability	Akt phos inh
O=C(CSc1nccn1Cc1ccccc1)NCc1ccco1	-2.7%	2.3%	x	3.3%	x	-1.8%	x	-2.1%	x
CCc1cc(=O)oc2c(C)c(OC(C)C(=O)N3CC[C@@]4(O)CCCC[C@H]4C3)ccc12 (stereo not given in full)	-17.7%	21.6%	-23.9%	-0.7%	-3.4%	8.3%	-2.3	1.6%	i
O=C(Nc1nc2c(s1)CCCC2)c1ccc(S(=O)(=O)N2CCCc3ccccc32)cc1	5.6%	u	18.4µM*	7.5%	-9.6%	-17.8%	-1.3	-9.6%	i
NC(COCc1ccccc1)c1csc(Nc2ccc(C(=O)c3ccccc3)cc2)n1 (stereo not given)	-12.4%	u	x	-2.8%	x	x	-1.5	-91.4%	i
O=C(NCN1CCN(c2ccccc2F)CC1)c1ccccc1	13.2%	-14.2%	4.5%	-0.7%	0.7%	-1.0%	-3.0	-12.3%	x
COc1ccc(NC(=O)c2ccc(-c3ccc([N+](=O)[O-])cc3)o2)cc1	11.7%	-24.4%	18.4%	-0.2%	3.6%	-3.2%	1.8	-40.3%	i
COc1ccc(-c2coc3c(C(=O)NCC4CCOCC4)cccc23)c(C)c1	-42.9%[inhibitor]	21.8%	x	-0.4%	x	x	0.1	-11.3%	i
O=C(NN=C1CCCCC1)Nc1ccccc1Cl	7.1%	3.5%	2.4%	-1.3%	-0.1%	2.5%	-0.9	-17.3%	i
CCOC(=O)N1CCN(C(=O)Cn2nc(-c3ccc(Cl)cc3)ccc2=O)CC1	-0.9%	u	-20.9%	2.9%	-0.4%	-2.1%	1.8	-3.0%	i
